Bioassay records deposited in PubChem BioAssay by several laboratories.
PDI turbidity – inhibitors of human PDI, primary screen, biochemical, turbidity, single point, plate reader. PDI insulin aggregation turbidity, A650, 90 min. inhibition, % at 10 µM. 350,000 compounds, 0.052% hits;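 active means mean inhibition across replicates of 30% or more, whatever share of single replicates reach that level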;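 further: absorbance from insulin aggregation driven by PDI reduction with DTT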
Granule exo inh – LAMP-1 surface exposure blockers, TALL-104 cells – cell-based, flow cytometry, MLPCN library, primary screen | inhibition, % at 10 µM | TALL-104 LAMP-1 surface exposure; cells stimulated with thapsigargin and PMA | AID 651702, 2012 | 360,000 compounds, 0.66% hits;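 active means inhibition above about 55%, limit read from the data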
ABCB6 inh 2 – ABCB6 transporter inhibitors, primary screen, K562-ABCB6 cells, flow cytometry, MLPCN library. 360,000 compounds, 0.19% hits. ATP-binding cassette sub-family B member 6 (Homo sapiens), Q9NP58. fluorescence ratio to DMSO, % at 10 µM. K562-ABCB6 porphyrin accumulation, 1 h; stronger effect = lower value;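 active means fluorescence ratio to DMSO below 75%, the collection mean minus 3 SD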;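 further: signal is porphyrin accumulated inside mitochondria; 100% equals median channel fluorescence of DMSO control wells; lower ratio means ABCB6 inhibition with less porphyrin fluorescence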
CaV13 FRET inh – Disruptors of the CACNA1D IQ motif to Ca2+-dependent inactivation inhibitor domain association, primary screening, Förster resonance energy transfer in intact living … | HEK cells, CFP/YFP FRET ICDI-IQ, plate reader, 10 min; percent FRET-ratio fall versus neutral wells | 340,000 compounds, 0.098% hits | AID 743397 | inhibition, % at 12.3 µM;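 active means mean replicate inhibition of at least 30% and at least 1% of replicates passing that level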;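 further: 0% = median of the neutral control wells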
Glyco luc inh – increase of ERlucT glycosylation luciferase signal, primary screen, N-linked glycosylation inhibitor project, D54 ERlucT cells, luminescence, set 2; D54 ERlucT glycosylation luciferase reporter, 24 h; percent of 100 nM tunicamycin response; reporter increase, % at 12.5 µM; 360,000 compounds, 0.23% hits; AID 588692, 2011;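 active means mean luciferase reporter signal, scaled so untreated is 0 and the glycosylation-blocking control 100, at or above a set limit in every replicate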;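 further: luciferase carries N-glycosylation sites so blocking glycosylation raises the light; 0% = median of neutral control wells and 100% = median of 100 nM tunicamycin wells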
m5-HT2A agonist – mouse Htr2a agonists via beta-arrestin recruitment, primary screen, cell-based, luminescence | CHO-K1 mHTR2A beta-arrestin complementation; percent of 30 µM serotonin response | activation, % at 7.6 µM | 360,000 compounds, 0.66% hits;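 active means activation above a run cutoff, the mean activation of all tested compounds plus 3 SD, cut at about 14% in these data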;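 further: 0% = plate median of compound wells and 100% = 30 µM serotonin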
Cardio protect – cardioprotection against H2O2-induced cell death, primary screen, uHTS, H9c2 cells, ATPLite luminescence; H9c2 cardiomyocytes, H2O2 injury protection, 2 h; protection from H2O2 cell death, % at 20 µM; 360,000 compounds, 0.63% hits; AID 588492, 2011;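 active means compounds giving at least 50% protection of heart cells from peroxide-induced death in the single-dose screen, raw or plate-pattern-corrected value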;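 further: 0% = DMSO wells with peroxide and 100% = DMSO wells without peroxide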
MC4R ag barr – MC4R agonists recruiting beta-arrestin, primary screen, cell-based, luminescence, agonist arm of biased-ligand search; activation, % at 8.9 µM; Melanocortin receptor 4 (Homo sapiens), P32245; U2OS MC4R beta-arrestin complementation; percent of melanotan II response, DMSO zero; AID 540308, 2011; 360,000 compounds, 0.98% hits;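 active means activation above a per-plate cutoff, the mean activation of sample wells on that plate plus 3 SD, cut at about 8% in these data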
ABHD5 PLIN5 PPI – ABHD5-PLIN5 interaction inhibitors, primary screen, cell lysate, split luciferase complementation, luminescence | Split G. princeps luciferase complementation, 4 h | inhibition, % at 4 µM | 360,000 compounds, 0.78% hits;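 active means inhibition above the mean inhibition across every tested compound plus 3 SD, cut at about 22% in these data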;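 further: 0% = DMSO only wells and the 100% control is not disclosed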
Target sequence (Q00G26 whole entry, looked up): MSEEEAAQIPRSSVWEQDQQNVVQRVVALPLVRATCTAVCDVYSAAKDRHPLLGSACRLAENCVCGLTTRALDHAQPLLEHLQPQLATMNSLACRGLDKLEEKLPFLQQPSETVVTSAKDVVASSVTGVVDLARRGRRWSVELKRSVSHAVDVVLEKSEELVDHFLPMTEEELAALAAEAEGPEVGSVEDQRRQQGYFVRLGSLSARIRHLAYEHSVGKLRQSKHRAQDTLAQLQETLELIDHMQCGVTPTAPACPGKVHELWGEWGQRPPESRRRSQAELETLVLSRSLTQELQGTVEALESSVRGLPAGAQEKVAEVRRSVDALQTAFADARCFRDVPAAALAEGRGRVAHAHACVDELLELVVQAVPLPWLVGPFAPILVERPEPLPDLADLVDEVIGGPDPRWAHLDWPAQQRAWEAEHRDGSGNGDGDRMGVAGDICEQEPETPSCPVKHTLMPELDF
Target sequence (Q8WTS1 whole entry, looked up): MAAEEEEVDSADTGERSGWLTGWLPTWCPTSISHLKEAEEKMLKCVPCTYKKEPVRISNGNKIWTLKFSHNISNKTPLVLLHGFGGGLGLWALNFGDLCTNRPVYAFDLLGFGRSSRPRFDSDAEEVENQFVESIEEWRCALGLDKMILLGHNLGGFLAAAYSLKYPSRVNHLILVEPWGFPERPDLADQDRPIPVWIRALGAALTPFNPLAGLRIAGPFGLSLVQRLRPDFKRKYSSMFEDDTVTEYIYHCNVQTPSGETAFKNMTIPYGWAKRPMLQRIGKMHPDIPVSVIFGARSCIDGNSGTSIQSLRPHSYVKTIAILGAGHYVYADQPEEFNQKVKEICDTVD
MC4R antag cAMP – MC4R antagonists of cAMP signaling, primary screen, cell-based, TR-FRET, antagonist arm of biased-ligand search | 360,000 compounds, 0.48% hits | MC4R-expressing cells, MTII-stimulated cAMP, LANCE TR-FRET | Melanocortin receptor 4 (Homo sapiens), P32245 | inhibition, % at 6.5 µM | AID 540295, 2011;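 active means inhibition above its plate's cutoff, the mean of tested wells on that plate plus 3 SD, cut at about 29% in these data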;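 further: 0% = Melanotan II alone and 100% = Melanotan II plus saturating MCL0020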
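material = U2OS cells stably expressing human melanocortin 4 receptor (MC4R) | also added = Melanotan II challenge | dosing = single nominal compound dose of 6.5 µM | detection = TR-FRET with Eu-cAMP and labeled anti-cAMP, 671 nm | replication = singlicate | timing = compound 30 min, challenge 1 h, detection 1 h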
* marks the source's active call; other numbers are inactive results; x = no result given.

#	Structure	PDI turbidity	Granule exo inh	ABCB6 inh 2	CaV13 FRET inh	Glyco luc inh	m5-HT2A agonist	Cardio protect	MC4R ag barr	ABHD5 PLIN5 PPI	MC4R antag cAMP
1	O=C(O)c1ccc(N/N=C/c2cc(Br)cs2)cc1	1	14	101	-5	-18	-2	0	-0.7	4	6
2	NNC(=O)Cn1c2ccccc2c2ccccc21	3	-1	100	-5	1	1	-4	-0.1	10	6
3	C/C(=N\Nc1nc(N)cc(Cl)n1)c1cccc([N+](=O)[O-])c1	12	2	100	-9	-1	4	6	-1.0	-4	6
4	COc1ccc([N+](=O)[O-])cc1NC(=O)C(C)OC(=O)CN1C(=O)C2CC=CCC2C1=O (stereo unspecified)	2	-4	103	-6	-1	3	1	2.8	8	2
5	O=C(COC(=O)c1cc(S(=O)(=O)N2CCOCC2)ccc1F)Nc1cc([N+](=O)[O-])ccc1F	-4	8	95	-6	0	-1	-4	-1.0	7	-38
6	O=C(CCc1ccccc1)NCCSc1ccccc1	-3	-3	90	-3	0	4	-4	-2.1	-2	5
7	C=C[C@]1(C)C=C2CCC3[C@](C)(CCC[C@@]3(C)C(=O)O)C2CC1 (stereo partly specified)	x	-5	101	x	-3	4	-4	0.5	-1	5
8	Cc1nnc(SCC2=C(C(=O)O)N3C(=O)C(NC(=O)Cn4nc(C)c(Cl)c4C)C3SC2)s1 (stereo unspecified)	-6	7	97	4	1	-1	-13	-5.1	4	12
9	CN(CCc1ccccc1)c1cc2c(c3c1ccn3C)C1CCC2C1 (stereo unspecified)	x	-2	108	x	1	0	-8	x	-31	x
10	O=C(CCSc1nnc2scc(-c3ccccc3)n12)Nc1nc(-c2ccccc2)ns1	2	8	92	-5	0	-1	-6	-1.2	4	6
11	COc1cc(C(=O)Nc2ccc3c(c2)N(C(=O)CCN(C)C)c2ccccc2CC3)cc(OC)c1OC	-3	2	92	3	8	-1	9	-1.3	4	4
12	C=CCNC(=O)c1onc(CSc2ccccc2)c1C(=O)O	7	-3	100	-11	0	-2	-3	-1.1	8	0
13	CC(=O)N1c2ccc(S(=O)(=O)N3CCCC(C(=O)N4CCC(C)CC4)C3)cc2CC1C (stereo unspecified)	4	-4	97	-5	1	4	-25	-0.3	-3	6
14	CC(=O)c1cnc(Nc2cccc(Cl)c2Cl)s1	-1	-5	102	-4	2	1	-1	-0.6	-3	5
15	CCn1ccc(C(=O)Nc2ccsc2C(=O)OC)n1	1	27	99	-5	0	3	1	-4.0	-1	-5
16	Cc1noc(C)c1NC(=O)N(C)C[C@@H]1OCc2cn(nn2)CCCC(=O)N([C@H](C)CO)C[C@H]1C	-1	-1	99	-7	2	3	-1	-1.6	7	4
17	Cc1c(NC(=O)c2ccc(Cl)s2)c(=O)n(-c2ccccc2)n1C	0	4	102	-5	-1	-3	4	-2.1	-4	2
18	O=C(CCN1CCOCC1)Nc1ccc(F)cc1	-17	-4	101	-2	1	3	-5	-0.2	5	3
19	Cn1ccn(CCCCCCn2ccn(C)c2=S)c1=S	-2	0	96	-5	3	6	-4	1.3	-10	7
20	CCOC(=O)c1c(N)nn(C(=O)c2ccccc2)c1-c1ccccc1	5	-4	99	-5	3	2	-11	-0.1	5	-7
21	Cc1ccccc1-n1nc2c(c1NC(=O)C1CCCC1)CS(=O)(=O)C2	0	-13	96	-7	2	4	-1	-0.6	1	25
22	O=S(=O)(c1cccc(C(F)(F)F)c1)N1CCN(C(=S)NC2CC2)CC1	9	0	99	-6	1	0	1	-1.9	-1	3
23	COC(=O)c1c(NC(=O)CN2CCCc3ccccc32)sc(C)c1C	-6	2	104	-5	0	5	-13	-0.9	-8	0
24	CC#CC(=O)NCC1(N(C)Cc2ccccc2)Cc2ccccc2C1	1	1	99	-4	-3	2	4	-1.9	-3	9
25	CS(=O)(=O)Nc1cccc(-c2cn3ccccc3n2)c1	5	-5	97	-1	2	-1	7	-3.3	-1	16
26	O=C(c1ccc(Cl)cc1)C1CCCN(C(=O)/C=C/c2ccccn2)C1 (stereo unspecified)	6	-5	102	-5	0	-1	0	-1.5	-4	0
27	CCN(CCN(C)C)C(=O)C1CCN(S(=O)(=O)c2c(C)noc2/C=C/c2ccccc2F)CC1	18	29	94	-3	-2	-4	-5	-0.1	12	1
28	O=C(CSc1nnc(NC(=O)c2c(F)cccc2F)s1)Nc1ccc(F)cc1	-2	2	98	-5	1	0	-8	1.2	0	8
29	Cc1ccc(S(=O)(=O)/N=C(/c2ccc(F)cc2)N(C)C)cc1	-3	-6	93	-5	1	2	2	-1.5	-1	3
30	O=C(c1cc2sccc2n1Cc1ccc(F)cc1)N1CCN(c2nc3ccccc3s2)CC1	4	4	91	-2	-2	1	-29	-2.8	1	11
31	CCOC(=O)c1ccc(NC(=O)CSc2nnc(CNc3ccc(C)cc3)n2C)cc1	-3	-4	95	-4	-1	0	-1	-1.9	-5	4
32	CNc1cc(-c2ccc(OC)c(OC)c2)ncn1	-2	-9	104	-5	-4	5	-2	2.8	16	0
33	COc1cc(N(C)C)c([N+](=O)[O-])cc1C(=O)N1CCN(Cc2ccccc2)CC1	-3	0	99	-4	-10	3	3	-3.1	-1	-2
34	CN1C(=O)Cc2cc(S(=O)(=O)NCc3cccs3)ccc21	0	2	107	-3	1	2	3	-0.2	1	8
35	CCc1nnc(SCc2ccc(OC)c(Br)c2)n1N	-7	0	109	x	8	-3	-7	0.7	2	-4
36	COCCNC(=O)C1CCCN(C(=O)c2csc3ccccc23)CC1 (stereo unspecified)	-1	0	98	-6	-1	3	1	-1.4	3	1
37	CCC1Oc2ccc(C)cc2N(CC(=O)NCc2cccc(OC)c2)C1=O (stereo unspecified)	0	-3	97	-4	-1	7	3	-1.4	8	-7
38	Cc1ccc(C(=O)NC(Cc2c[nH]c3ccccc23)C(=O)O)o1 (stereo unspecified)	2	1	100	-5	1	6	-8	-1.3	11	3
39	N#CC1(C#N)C(C(N)=O)C1c1ccccc1 (stereo unspecified)	1	-1	99	-5	2	0	16	-0.2	-6	-1
40	CCN1CCN(C(C(=O)NC2CCCCC2)C2CC2)CC1 (stereo unspecified)	x	0	98	-5	4	4	0	x	6	x

From no. 29 up to 40, as listed above:
#	Structure	PDI turbidity	Granule exo inh	ABCB6 inh 2	CaV13 FRET inh	Glyco luc inh	m5-HT2A agonist	Cardio protect	MC4R ag barr	ABHD5 PLIN5 PPI	MC4R antag cAMP
29	Cc1ccc(S(=O)(=O)/N=C(/c2ccc(F)cc2)N(C)C)cc1	-3	-6	93	-5	1	2	2	-1.5	-1	3
30	O=C(c1cc2sccc2n1Cc1ccc(F)cc1)N1CCN(c2nc3ccccc3s2)CC1	4	4	91	-2	-2	1	-29	-2.8	1	11
31	CCOC(=O)c1ccc(NC(=O)CSc2nnc(CNc3ccc(C)cc3)n2C)cc1	-3	-4	95	-4	-1	0	-1	-1.9	-5	4
32	CNc1cc(-c2ccc(OC)c(OC)c2)ncn1	-2	-9	104	-5	-4	5	-2	2.8	16	0
33	COc1cc(N(C)C)c([N+](=O)[O-])cc1C(=O)N1CCN(Cc2ccccc2)CC1	-3	0	99	-4	-10	3	3	-3.1	-1	-2
34	CN1C(=O)Cc2cc(S(=O)(=O)NCc3cccs3)ccc21	0	2	107	-3	1	2	3	-0.2	1	8
35	CCc1nnc(SCc2ccc(OC)c(Br)c2)n1N	-7	0	109	x	8	-3	-7	0.7	2	-4
36	COCCNC(=O)C1CCCN(C(=O)c2csc3ccccc23)CC1 (stereo unspecified)	-1	0	98	-6	-1	3	1	-1.4	3	1
37	CCC1Oc2ccc(C)cc2N(CC(=O)NCc2cccc(OC)c2)C1=O (stereo unspecified)	0	-3	97	-4	-1	7	3	-1.4	8	-7
38	Cc1ccc(C(=O)NC(Cc2c[nH]c3ccccc23)C(=O)O)o1 (stereo unspecified)	2	1	100	-5	1	6	-8	-1.3	11	3
39	N#CC1(C#N)C(C(N)=O)C1c1ccccc1 (stereo unspecified)	1	-1	99	-5	2	0	16	-0.2	-6	-1
40	CCN1CCN(C(C(=O)NC2CCCCC2)C2CC2)CC1 (stereo unspecified)	x	0	98	-5	4	4	0	x	6	x

Further entries follow.
#	Structure	PDI turbidity	Granule exo inh	ABCB6 inh 2	CaV13 FRET inh	Glyco luc inh	m5-HT2A agonist	Cardio protect	MC4R ag barr	ABHD5 PLIN5 PPI	MC4R antag cAMP
41	COc1cc(/C=C/C(=O)OCC(=O)NCCc2ccccc2)cc(OC)c1OC	-2	-4	99	-5	2	1	10	0.0	-1	10
42	CC(C)[C@H](NS(=O)(=O)c1cccc(C(F)(F)F)c1)C(=O)OCC(=O)NC(=O)NCc1ccco1	-1	15	96	-1	-3	-1	-18	1.5	6	21
43	Cn1c(=O)c2c(nc(Sc3ncnn3CC(=O)N3CCOCC3)n2C)n(C)c1=O	-1	19	94	-6	3	-2	2	-2.1	-3	2
44	COCc1[nH]c(=S)c(C#N)cc1C(=O)OC	14	-1	90	-5	2	-2	17	-1.9	-3	26
45	COc1cc(C)nc(N2CCC(C(N)=O)CC2)n1	-12	-4	99	-5	0	-4	-3	-1.0	-1	7
46	COC(=O)Cc1c(C)c2ccc(OCC(=O)N3CCC(C)CC3)c(C)c2oc1=O	-1	10	95	-7	-1	9	-4	-2.4	-4	4
47	COc1ccc(Cn2nnc3c(=O)[nH]c(C(=O)NCCc4ccc(F)cc4)nc32)cc1OC	-3	7	102	-5	-2	10	-2	-1.9	7	13
48	NC(=O)c1sc2nc(N3CCCCC3)c3c(c2c1N)CCCC3	7	-1	88	-4	-1	3	1	2.6	5	-1
49	COc1ccc(CCN(C)C(=O)N2CCOCC2)cc1OC	10	-2	98	-5	-1	-6	0	-1.8	0	2
50	CC(=O)Nc1ccc2nc(SCC(=O)Nc3ccc(N4CCOCC4)c(Cl)c3)sc2c1	-5	-1	97	-4	-2	-3	10	-1.0	6	13
51	C=CCc1cccc2cc(C(=O)NCc3cccnc3)c(=O)oc12	-1	6	97	-5	1	-4	2	-0.3	-4	3
52	O=C(NCc1ccco1)C(C(=O)c1ccc(F)cc1)n1ccccc1=O (stereo unspecified)	11	7	103	-9	3	0	-1	-2.1	-3	-1
